HT1080 IDH1KD tx = kills HT-1080 cells with IDH1 knockdown; HT-1080 IDH1 knockdown viability, ATP luminescence, 48 h; Potency, µM (doses to about 46.1 µM), for the others: top-dose activity, negative = toxicity, hits mostly cytotoxic; 2% of 360,000 active; AID 686971;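 further: 0% = DMSO wells and -100% = cell-free medium wells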
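CellTiter-Glo luminescence after 48 h compound exposure at 37 degrees C of IDH1-knockdown HT-1080 cells in 5% FBS RPMI. %Activity scaled between DMSO wells and cell-free media wells, with curves fitted and assigned curve classes.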
SW480 rereplic = induces DNA re-replication in SW480 colon adenocarcinoma cells; 1.8% of 340,000 active; SW480 DNA re-replication, Hoechst DNA content imaging, 48 h; Potency, µM (series often up to 46.1 µM), inactives show top-dose re-replication activation, most hits filed as activators; further: % of control where 0% means no effect; nearly all actives have a fitted effect of over 55% in size
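Readout is total intensity of Hoechst-stained nuclei, excited at 405 nm and collected at 500-530 nm. Compound treatment lasted 48 hr at 37 C in 5% CO2 before staining.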
HT1080-NT tox = kills 2HG-producing HT-1080-NT fibrosarcoma cells; HT-1080-NT fibrosarcoma viability, CellTiter-Glo ATP luminescence, 48 h; Potency, µM (doses to about 46.1 µM), for the others: top-dose activity, negative = less viability, most hits filed as cytotoxic; 1.6% of 360,000 active; AID 686970;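 further: NT is the 2HG producing partner of a matched IDH1 knockdown line; 0% = DMSO-treated cells and -100% = media-only wells without cells; nearly all actives have a fitted effect of over 55% in size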
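Viability by CellTiter-Glo luminescence after 48 h compound exposure at 37C of HT-1080-NT cells (750/well, RPMI, 5% FBS). % activity scaled between DMSO wells and medium-only wells, then curve-fitted and categorized by curve class.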
KB-V1 MDR tox = kills drug-selected multidrug resistant KB-V1 cells. KB-V1 MDR cells viability, CellTiter-Glo, 72 h. Potency, µM (top dose mostly 46.1 µM), without a hit: at the top dose activity change, negative = cytotoxicity, actives largely listed as cytotoxic. 3.4% of 400,000 active; further: on the % scale 0 is the no-effect control and ±100 the full control effect; nearly all actives have a fitted effect of over 60% in size
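Potencies derive from concentration-effect curves fitted to normalized luminescence (CellTiter-Glo) of KB-V1 cells treated for 72 h at 37 degrees C in phenol-red-free DMEM containing 10% FBS.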
GLP-1R inv ag = inverse agonists of human GLP-1 receptor. Potency, µM (highest dose often 38.3 µM), without a hit: top-dose activity change, negative = inhibition, usual class: inhibitors. HEK293 GLP-1R CRE-luciferase, luminescence, 24 h; GLP-1R form is constitutively active. 1.6% of 410,000 active. P43220; further: on the % scale 0 is the no-effect control and ±100 the full control effect; nearly all actives have a fitted effect of over 55% in size
Target sequence (P43220 whole entry, looked up): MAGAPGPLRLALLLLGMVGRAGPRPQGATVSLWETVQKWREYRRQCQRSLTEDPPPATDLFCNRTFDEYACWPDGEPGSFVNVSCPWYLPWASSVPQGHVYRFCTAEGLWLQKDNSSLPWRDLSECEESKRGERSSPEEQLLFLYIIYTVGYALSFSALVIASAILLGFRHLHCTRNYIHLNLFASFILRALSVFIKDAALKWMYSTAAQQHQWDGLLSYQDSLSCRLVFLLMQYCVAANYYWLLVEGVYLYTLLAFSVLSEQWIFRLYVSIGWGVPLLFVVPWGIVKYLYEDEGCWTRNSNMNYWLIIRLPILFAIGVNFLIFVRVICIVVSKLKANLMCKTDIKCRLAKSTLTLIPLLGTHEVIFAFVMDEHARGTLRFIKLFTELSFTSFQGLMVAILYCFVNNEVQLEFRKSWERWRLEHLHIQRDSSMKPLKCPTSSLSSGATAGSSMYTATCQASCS
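Constitutively active GLP-1R drives a cAMP-responsive luciferase in stably transfected HEK293 cells; test compounds are added after overnight (12 h) attachment and left 24 hr, and signal loss in luminescence marks inhibition.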
KB-3-1 tox = KB-3-1 parental cell cytotoxicity | KB-3-1 viability, CellTiter-Glo ATP luminescence, 72 h | Potency, µM (doses to about 46.1 µM), for inactives: top-dose activity change, negative = cytotoxic, actives largely listed as cytotoxic | 1.4% of 400,000 active; further: on the % scale 0 is the no-effect control and ±100 the full control effect; nearly all actives have a fitted effect of over 60% in size
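KB-3-1 parental drug-naive adenocarcinoma cells in DMEM/10% FBS, incubated 72 h at 37 C with pin-transferred compounds across a concentration series. Viability by CellTiter-Glo luminescence; concentration-response curves fitted after normalization.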
GLP-1R agonist = agonists of human GLP-1 receptor. P43220. HEK293 GLP-1R CRE-luciferase, luminescence, 4-6 h; cells express a hypersensitive GLP-1R form. Potency, µM (highest dose often 45.6 µM), for the others: at the top dose activation, most hits filed as activators. 0.007% of 380,000 active. AID 624172; further: % of control where 0% means no effect
TDP43 rescue = TDP-43 toxicity inhibition in yeast | Potency, µM (titrated, usually from 46.1 µM), without a hit: at the top dose growth rescue (activation), usual class: activators | 1.8% of 410,000 active | TDP-43 expressing yeast growth rescue, BacTiter-Glo, 24 h; further: % of control where 0% means no effect; nearly all actives have a fitted effect of over 50% in size
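Galactose-induced TDP-43 yeast, OD600=0.02, compound pinned; 24 hr, 30 deg C; BacTiter-Glo luminescence for growth. Inhibitors of TDP-43 toxicity read as activators.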
HEK293 tox = cytotoxicity counter-screen for GLP-1 receptor inverse agonists; 0.13% of 410,000 active; HEK293 cAMP-luciferase reporter cells, luminescence, 24 h; Potency, µM (top dose mostly 38.3 µM), without a hit: at the top dose activity change, negative = inhibition, actives largely listed as inhibitors;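 further: loss of luciferase light is scored as toxicity; on the % scale 0 is the no-effect control and ±100 the full control effect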
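Seeding density was 200 cells/uL; after overnight-length (12 h) culture, 23 nL compounds went on for 24 h at 37 °C. Readout used a luciferase detection reagent, luminescence taken after 12 min at room temperature.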
* = called active by the depositor; [ ] = remark or other dose. The call rests on the fitted dose curve; in most records, active means well fitted curve in the direction sought with a large enough effect; inconclusive means small, poorly fitted or top-dose-only effect, or another doubt; inactive means no such curve, though single readings can be large; an effect the other way counts as inactive or inconclusive. Potency means the concentration at half of the fitted maximal effect.

`CC(C)NC(=O)CSc1nnc(-c2ccc(S(=O)(=O)N3CCCC3)cc2)n1CC1CCCO1` (stereo not drawn) gave HT1080 IDH1KD tx 11.5%, SW480 rereplic -4.6%[9.22 µM], HT1080-NT tox 10.8%, KB-V1 MDR tox 5.9%, GLP-1R inv ag 9.8%, KB-3-1 tox 14.9%, GLP-1R agonist -6.1%, TDP43 rescue -1.3% and HEK293 tox -14.0%.
Screening O=C(Nc1ccc2c(c1)OCO2)C1Cc2ccccc2CN1S(=O)(=O)c1cccs1 (stereo not drawn) returned HT1080 IDH1KD tx 0.5%, SW480 rereplic 15.8%, HT1080-NT tox 1.4%, KB-V1 MDR tox 10.1%, GLP-1R inv ag inconclusive, KB-3-1 tox 6.2%, GLP-1R agonist -3.2%, TDP43 rescue -6.7% and HEK293 tox -15.4%.
`COC(=O)[C@]1(Cc2ccccc2)N[C@H](CN(C)C(=O)Nc2ccc(C(F)(F)F)cc2)[C@@H]2C(=O)N(Cc3ccccc3)C(=O)[C@@H]21` gave HT1080 IDH1KD tx -26.5%, SW480 rereplic 14.9%, HT1080-NT tox -22.6%, KB-V1 MDR tox inconclusive, GLP-1R inv ag -17.2%, KB-3-1 tox -15.3%, GLP-1R agonist -1.6%, TDP43 rescue -13.4% and HEK293 tox 6.6%.
Screening OC(c1ccccc1)(c1ccccc1)C1CCN(C(=S)NC2CCCC2)CC1 returned HT1080 IDH1KD tx -8.1%, SW480 rereplic -0.3%, HT1080-NT tox -15.3%, KB-V1 MDR tox 8.9%, GLP-1R inv ag inconclusive, KB-3-1 tox 8.5%, GLP-1R agonist 6.4%, TDP43 rescue 7.7% and HEK293 tox 9.0%.
For O=C(c1ccc(CS(=O)Cc2ccc(Cl)cc2)o1)N1CCN(c2ccccc2F)CC1 (stereo not drawn) the results were HT1080 IDH1KD tx -9.8%, SW480 rereplic 4.4%, HT1080-NT tox -13.1%, KB-V1 MDR tox inconclusive, GLP-1R inv ag inconclusive, KB-3-1 tox -6.6%, GLP-1R agonist -3.3%, TDP43 rescue -3.5% and HEK293 tox -11.6%.
For CCNC(=O)C1(C)CCN(C(=O)c2ccccc2F)C1 (stereo not drawn) the results were HT1080 IDH1KD tx 19.5%, HT1080-NT tox 27.9%, KB-V1 MDR tox -0.2%, GLP-1R inv ag 7.4%, KB-3-1 tox 3.3%, GLP-1R agonist 9.1%, TDP43 rescue 16.9% and HEK293 tox -2.3%.
For O=C(Nc1ccc2c(c1)OCCO2)C1CC1c1ccccc1 (stereo not drawn) the results were HT1080 IDH1KD tx 5.9%, SW480 rereplic 0.0%, HT1080-NT tox 1.7%, KB-V1 MDR tox -15.4%, GLP-1R inv ag -21.8%, KB-3-1 tox 22.0%, GLP-1R agonist 0.0%, TDP43 rescue 25.1µM* and HEK293 tox -10.6%.
For CC(=O)Nc1ccc(C2Nc3cc(C)c(C)cc3NC3=C2C(=O)CC(C)(C)C3)cc1 (stereo not drawn) the results were HT1080 IDH1KD tx -0.5%, SW480 rereplic -2.9%, HT1080-NT tox 3.5%, KB-V1 MDR tox 14.3%, GLP-1R inv ag 5.8%, KB-3-1 tox -5.4%, GLP-1R agonist 12.4%, TDP43 rescue 4.8% and HEK293 tox 1.2%.
`O=C1c2ccccc2[C@@H]2C[C@@H](O)[C@H](Nc3ccccc3Cl)CCN12` gave HT1080 IDH1KD tx 7.7%, SW480 rereplic 7.3%, HT1080-NT tox 4.6%, KB-V1 MDR tox 0.0%, GLP-1R inv ag 5.3%, KB-3-1 tox 0.0%, GLP-1R agonist 6.1%, TDP43 rescue 22.9% and HEK293 tox 0.1%.
For COc1ccc(-c2nn(-c3ccccc3)cc2/C=N/O)cc1 the results were HT1080 IDH1KD tx inconclusive, SW480 rereplic inconclusive, HT1080-NT tox -26.1%, KB-V1 MDR tox -4.8%, GLP-1R inv ag inconclusive, KB-3-1 tox 5.4%, GLP-1R agonist 5.7%, TDP43 rescue -2.0% and HEK293 tox 31.1%.
Cn1c(SCC(=O)NC2CCCC2)nnc1-c1ccncc1 was read as HT1080 IDH1KD tx 2.7%, SW480 rereplic -0.6%, HT1080-NT tox -3.4%, KB-V1 MDR tox -16.2%, GLP-1R inv ag -20.2%, KB-3-1 tox -2.2%, GLP-1R agonist 0.0%, TDP43 rescue -20.0% and HEK293 tox 0.5%.
`Cc1cc(F)ccc1S(=O)(=O)Nc1ccc2oc3c(c2c1)CC(C)CC3` (stereo not drawn) gave KB-V1 MDR tox inconclusive, GLP-1R inv ag inconclusive, KB-3-1 tox -6.3%, TDP43 rescue 35.5µM* and HEK293 tox -25.6%.
`O=C(Cc1ccccc1)Nc1ccccc1Sc1ccccc1` gave HT1080 IDH1KD tx -19.9%, SW480 rereplic -90.0%, HT1080-NT tox 0.0%, KB-V1 MDR tox -28.2%, GLP-1R inv ag 11.2µM*, KB-3-1 tox 3.5%, GLP-1R agonist 2.5%, TDP43 rescue 24.1% and HEK293 tox 30.8%[activator].
O=C1CSC(c2cccnc2)N1Cc1ccc(Cl)cc1 (stereo not drawn) was read as HT1080 IDH1KD tx -1.7%, SW480 rereplic -6.2%, HT1080-NT tox -1.4%, KB-V1 MDR tox -22.9%, GLP-1R inv ag -2.2%, KB-3-1 tox 4.5%, GLP-1R agonist 9.3%, TDP43 rescue 4.3% and HEK293 tox 1.6%.
For CN(C)C(C(=O)NC1CCCCC1)c1ccc(Cl)cc1 (stereo not drawn) the results were HT1080 IDH1KD tx -3.7%, SW480 rereplic -9.7%, HT1080-NT tox -9.9%, KB-V1 MDR tox -2.4%, GLP-1R inv ag inconclusive, KB-3-1 tox 2.1%, GLP-1R agonist 2.5%, TDP43 rescue 1.2% and HEK293 tox -12.2%.
`CCOc1ccc(C(=O)NCc2cccnc2)cc1` gave HT1080 IDH1KD tx -6.8%, SW480 rereplic 1.8%, HT1080-NT tox 21.1%, KB-V1 MDR tox -0.4%, GLP-1R inv ag -12.4%, KB-3-1 tox 0.4%, GLP-1R agonist -2.0%, TDP43 rescue 1.2% and HEK293 tox -18.8%.
Screening COc1ccc(/C=C2\SC(=O)N(CCNC(=O)C3CCN(S(=O)(=O)c4cccs4)CC3)C2=O)cc1 returned HT1080 IDH1KD tx 0.5%, SW480 rereplic -15.1%, HT1080-NT tox 3.0%, KB-V1 MDR tox 14.6µM*, GLP-1R inv ag 11.6%, KB-3-1 tox 12.7%, GLP-1R agonist 2.2%, TDP43 rescue 7.8% and HEK293 tox 17.4%.
Cc1ccc(S(=O)(=O)CCC(=O)OC(C)C(=O)NC2CCCCC2C)cc1 (stereo not drawn) was read as HT1080 IDH1KD tx -1.0%, SW480 rereplic -1.7%, HT1080-NT tox -2.9%, KB-V1 MDR tox inconclusive, GLP-1R inv ag 15.9%, KB-3-1 tox 10.0%, GLP-1R agonist 4.4%, TDP43 rescue 0.7% and HEK293 tox 6.5%.
`CCOC(=O)N1CCN(Cc2nc(-c3cccc(C)c3)no2)CC1` gave HT1080 IDH1KD tx 1.5%, SW480 rereplic 5.7%, HT1080-NT tox 1.5%, KB-V1 MDR tox -16.9%, GLP-1R inv ag 0.7%, KB-3-1 tox -7.8%, GLP-1R agonist -2.0%, TDP43 rescue -14.9% and HEK293 tox -5.9%.
For OC1(c2ccc(OC(F)F)cc2)CSC(=Nc2cccnc2)N1C1CC1 (stereo not drawn) the results were HT1080 IDH1KD tx inconclusive, SW480 rereplic 4.3%, HT1080-NT tox -11.9%, KB-V1 MDR tox 0.0%, GLP-1R inv ag inconclusive, KB-3-1 tox -24.1%, GLP-1R agonist -0.4%, TDP43 rescue 16.0% and HEK293 tox -12.1%.
COc1cc(/C=C2\SC(=S)N(C(Cc3ccccc3)C(=O)O)C2=O)ccc1O (stereo not drawn) was read as HT1080 IDH1KD tx -0.5%, SW480 rereplic -20.7%, HT1080-NT tox 0.0%, KB-V1 MDR tox -3.5%, GLP-1R inv ag -3.7%, KB-3-1 tox 13.6%, GLP-1R agonist -3.6%, TDP43 rescue 1.1% and HEK293 tox 10µM*.
`CCOc1ccc(NC(=O)CSc2nnc(Cc3csc(C)n3)o2)cc1` gave HT1080 IDH1KD tx 0.9%, SW480 rereplic -1.4%, HT1080-NT tox -10.2%, KB-V1 MDR tox 2.1%, GLP-1R inv ag -12.4%, KB-3-1 tox 2.0%, GLP-1R agonist 0.2%, TDP43 rescue -13.4% and HEK293 tox -2.0%.
For Cc1cncn1CCc1nc2c3ccccc3nc(SCC(=O)Nc3ccccc3F)n2n1 the results were KB-V1 MDR tox 16.3%, GLP-1R inv ag -13.6%, KB-3-1 tox 4.4%, TDP43 rescue 2.3% and HEK293 tox -5.0%.
Screening COc1cccc(C(NC(C)=O)c2nc(-c3cccc(C(F)(F)F)c3)cs2)c1 (stereo not drawn) returned HT1080 IDH1KD tx -22.8%, HT1080-NT tox -12.8%, KB-V1 MDR tox 1.5%, GLP-1R inv ag inconclusive, KB-3-1 tox 0.0%, GLP-1R agonist 22.3%, TDP43 rescue inconclusive and HEK293 tox 2.0%.
Screening COc1ccc(CC(N)c2csc(Nc3ccc(C(=O)c4ccccc4)cc3)n2)cc1 (stereo not drawn) returned HT1080 IDH1KD tx inconclusive, HT1080-NT tox inconclusive, KB-V1 MDR tox 3.5%, GLP-1R inv ag inconclusive, KB-3-1 tox 0.0%, GLP-1R agonist -8.5%, TDP43 rescue 9.6% and HEK293 tox 4.2%.

Taken from the entries so far (2 entries):
Screening COc1cccc(C(NC(C)=O)c2nc(-c3cccc(C(F)(F)F)c3)cs2)c1 (stereo not drawn) returned HT1080 IDH1KD tx -22.8%, HT1080-NT tox -12.8%, KB-V1 MDR tox 1.5%, GLP-1R inv ag inconclusive, KB-3-1 tox 0.0%, GLP-1R agonist 22.3%, TDP43 rescue inconclusive and HEK293 tox 2.0%.
Screening COc1ccc(CC(N)c2csc(Nc3ccc(C(=O)c4ccccc4)cc3)n2)cc1 (stereo not drawn) returned HT1080 IDH1KD tx inconclusive, HT1080-NT tox inconclusive, KB-V1 MDR tox 3.5%, GLP-1R inv ag inconclusive, KB-3-1 tox 0.0%, GLP-1R agonist -8.5%, TDP43 rescue 9.6% and HEK293 tox 4.2%.
